Source: PubChem
KOR beta-arrestin-1: KOR agonists, beta-arrestin recruitment, primary screen, cell-based, luminescence, uHTS (AID 1777) | Kappa-type opioid receptor (Homo sapiens) | KOR beta-arrestin recruitment, luminescence; higher % means a stronger effect | one-dose activation, % at 10 µM; EC50 in µM for titrated hits | actives 0.02% (n = 280,000); in the data active = activation above about 50%, passing the limit was not always enough; also: a part of the inactive calls stands beside numbers as strong as those of hits
PhoP inhibition: inhibitors of PhoP regulon expression, primary screen, Salmonella Typhimurium, GFP reporter (AID 1863) | S. Typhimurium PhoP-regulated promoter GFP reporter, 4 h; higher % means a stronger effect | inhibition, % at 50 µM, or IC50 in µM where a hit was titrated | actives 0.16% (n = 300,000);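 active = inhibition over 29.93%, a cutoff 3 SD above the screen mean, later confirmed by dose response; inconclusive = inhibition over 29.93% but no dose response follow-up; inactive = inhibition at most 29.93% or unconfirmed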;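 also: 0% = low Mg2+ inducing control and 100% = high Mg2+ repressing control; strong numbers were not always called active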
GPR55 beta-arrestin: GPR55 agonists via beta-arrestin recruitment, primary screen, imaging, U2OS cells, beta-arrestin-GFP redistribution (AID 1961); activation, % at 10 µM, or EC50 in µM where a hit was titrated; U2OS GPR55 beta-arrestin-GFP redistribution imaging; higher % means a stronger effect; actives 0.048% (n = 290,000);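 active = activation above 40% with more than 50 cells counted in the well; inconclusive = wells holding fewer than 50 cells, flagged as toxic or sparse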;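 also: U2OS osteosarcoma cells stably expressing GPR55 and beta-arrestin-GFP; plate controls were DMSO negative control for no effect and LPI positive control for full effect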
KOR beta-arrestin-2: KOR antagonists, beta-arrestin recruitment, cell-based, luminescence, uHTS (AID 1778); inhibition, % at 10 µM, or IC50 in µM where a hit was titrated; KOR beta-arrestin recruitment, luminescence, antagonist mode; higher % means a stronger effect; actives 0.091% (n = 290,000); Kappa-type opioid receptor (Homo sapiens); in the data active = inhibition above about 50%; also: strong numbers were not always called active
T cell HTS: modulators of CD8 T cell-vesicle binding, primary screen, mouse 2C CD8+ T cells, flow cytometry; calls only at 7 µM; actives 0.068% (n = 330,000); 2C CD8+ T cell-vesicle binding; stronger effect = lower value;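 active = response, share of CD8 T cells binding vesicles, and their 90th percentile fluorescence all below set limits, cut at about 80% in these data, passing the limit was not always enough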
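Material: murine 2C transgenic CD8+ T lymphocytes / Also added: QL9-peptide-loaded Drosophila micro-vesicles bearing Ld, ICAM-1 and B7-1 / Schedule: binding step 1.5 h, 37 °C, antibody labelling 20 min, ice / Signal: flow cytometry, PE anti-B7-1 (FL2) versus Alexa647 anti-CD8 (FL8), PFA-fixed / Evaluation: percent CD8+ FL2 mean versus row control / Benchmarks: naked versus QL9-loaded vesicles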
NTR1 ag: agonists of NTR1, primary screen, imaging, U2OS cells, beta-arrestin-GFP, high content (AID 493036); actives 0.17% (n = 330,000); activation, % at 20 µM; NTR1-U2OS beta-arrestin-GFP spot imaging, agonist mode; Neurotensin receptor type 1 (Homo sapiens), P30989;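 active = activation at or above 40% of the spot to cytoplasm intensity ratio, with at least 20 cells analyzed; inconclusive = wells under 20 cells, flagged as cytotoxic or low count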;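 also: 0% = DMSO without peptide and 100% = 100 nM NTR1 peptide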
Target sequence (P30989 whole entry, looked up): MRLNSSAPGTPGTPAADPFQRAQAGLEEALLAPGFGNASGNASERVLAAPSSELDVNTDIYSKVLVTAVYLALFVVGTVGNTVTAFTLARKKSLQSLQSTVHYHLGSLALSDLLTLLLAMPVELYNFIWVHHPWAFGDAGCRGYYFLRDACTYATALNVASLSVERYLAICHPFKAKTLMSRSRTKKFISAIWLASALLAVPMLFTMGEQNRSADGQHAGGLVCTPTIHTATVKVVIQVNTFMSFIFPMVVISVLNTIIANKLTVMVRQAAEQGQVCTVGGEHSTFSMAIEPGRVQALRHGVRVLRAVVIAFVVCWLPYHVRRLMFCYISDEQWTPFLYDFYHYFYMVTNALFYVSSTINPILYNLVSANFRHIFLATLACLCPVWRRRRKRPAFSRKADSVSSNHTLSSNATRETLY
West Nile antiviral: West Nile virus antiviral activity, cell-based, CPE readout (AID 1621); West Nile virus-infected cells, CPE inhibition; higher % means a stronger effect; CPE inhibition, % at 10 µM; hits with a dose series show IC50 in µM; actives 0.02% (n = 290,000); in the data active = a potency from the dose series; inconclusive = CPE inhibition mostly from about 3.7% at the one dose, without a potency; inactive = the rest, 99 in 100 with CPE inhibition below about 2.2%; also: strong numbers were not always called active
GPR35 arrestin U2OS: GPR35 antagonists blocking zaprinast-driven arrestin recruitment, primary screen, imaging, U2OS, beta-arrestin-GFP, zaprinast agonist (AID 2058); G-protein coupled receptor 35 (Homo sapiens); U2OS GPR35 beta-arrestin-GFP translocation imaging, zaprinast antagonism; higher % means a stronger effect; inhibition, % at 10 µM, or IC50 in µM where a hit was titrated; actives 0.052% (n = 290,000);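 active = inhibition of at least 50% with at least 30 cells and total cytoplasm GFP at most 10,000,000; inconclusive = under 30 cells or total GFP of 10,000,000 plus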
GPR55 LPI antagonism: GPR55 antagonists blocking LPI-driven arrestin recruitment, primary screen, imaging, U2OS, beta-arrestin-GFP, LPI agonist (AID 2013) | U2OS GPR55 beta-arrestin-GFP translocation imaging, LPI antagonism; higher % means a stronger effect | one-dose inhibition, % at 10 µM; IC50 in µM for titrated hits | actives 0.13% (n = 290,000);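 active = spots per cell inhibited over 60%, with over 100 cells counted and total cytoplasm intensity under 500,000; inconclusive = wells with under 100 cells, flagged as likely toxic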;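 also: U2OS cells stably carrying GPR55 and arrestin-GFP stimulated by 5 µM LPI near EC80; imaged beta-arrestin-GFP aggregate spots per cell after agonist stimulation; plate controls were LPI-stimulated DMSO wells for no effect and DMSO wells without LPI for full effect; some results filed as inactive read as strong as hits; confirmed hits need IC50 under 10 µM and bright autofluorescent wells are also inconclusive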
T cell HTS vesicle-bound %: second read-out of T cell HTS, no call of its own (marks repeat the call); double positive events, %; measured here: CD8+ vesicle-bound cell fraction;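 binding gate set so that unloaded-vesicle control wells show 10% double positive cells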
NTR1 ag cell count 20 µM: second read-out of NTR1 ag, no call of its own (marks repeat the call); cell count; measured here: cell count, cytotoxicity flag
* = called active by the depositor; i = inactive; ? = inconclusive; . = not tested or not shown; [ ] = dose if it differs, or a comment. Rows are unselected; any-hit rate near 0.62%.

structure	KOR beta-arrestin-1	PhoP inhibition	GPR55 beta-arrestin	KOR beta-arrestin-2	T cell HTS	T cell HTS vesicle-bound %	NTR1 ag	NTR1 ag cell count 20 µM	West Nile antiviral	GPR35 arrestin U2OS	GPR55 LPI antagonism
C=CCSc1cc(C)nc2c(-c3ccc(Cl)cc3)c(C)nn12	2.5%	-16%	-0.1%	-29%	i	19	5.0	105	-0.2%	10%	9%
CC(NS(=O)(=O)c1ccc(CCC(=O)NCC2CCCO2)cc1)c1ccccc1 (centres undefined)	8.1%	-8%	-0.4%	5%	i	55	0.0	45	-0.2%	-16%	6%
COc1ccc(Cl)cc1NC(=O)N1CCC(C)CC1	-3.1%	6%	-0.3%	-13%[20 µM]	i	60	1.1	61	0.2%	3%	-2%
Cn1ccnc1C1CCCCN1Cc1nc(-c2ccc3c(c2)OCO3)no1 (centres undefined)	-4.6%	4%	0.0%	-33%	i	33	-0.2	70	-0.7%	5%	-6%
CCSc1nc2cc(C(=O)OC)ccc2c(=O)n1CC	1.8%	-3%	-0.2%	-20%	i	50	1.1	43	-0.1%	-2%	-7%
COc1ccccc1-c1nnc(NC(=O)OCC(C)C)s1	-1.5%	12%	0.2%	1%	i	44	0.8	56	0.3%	5%	-16%
CN(C)c1ccc(C=NCC2(O)CCOC(C)(C)C2)cc1 (centres undefined)	3.3%	6%	0.3%	2%	i	20	-1.4	51	0.9%	-14%	-8%
COc1ccc(-c2nc3ccccc3s2)cc1NC(C)=O	0.8%	0%	-0.1%	-122%[20 µM]	i	55	2.3	70	-0.4%	-16%	-6%
Cc1ccccc1NC(=O)C(C)SCc1ccccc1 (centres undefined)	-0.1%	2%	0.0%	11%	i	2	-0.5	52	-0.2%	15%	-5%
CCN(CC)S(=O)(=O)c1ccc2oc(C(=O)NC3CCCc4ccccc43)c(C)c2c1 (centres undefined)	4.6%	-9%	0.2%	3%	i	63	-0.5	48	0.2%	-4%	1%
O=C(Nc1ccc(F)c(F)c1)c1cc(S(=O)(=O)N2CCN(c3ccccn3)CC2)ccc1F	-4.0%	2%	0.0%	9%	i	10	5.6	47	-0.6%	19%	50%
O=C(CSC(=S)N1CCCC1)N1CCN(S(=O)(=O)c2cccc([N+](=O)[O-])c2)CC1	-5.5%	7%	-0.1%	29%	i	14	-1.2	52	0.9%	-6%	15%
CC(C)(C)c1ccc(C(=O)Nc2ccc(Oc3cccnc3)nc2)cc1	-3.2%	1%	0.6%	20%	i	24	3.8	42	1.7%	2%	-3%
COc1ccc(-c2csc(NC(=O)Cc3ccccc3F)n2)c(OC)c1	3.0%	-8%	-0.1%	-14%	i	47	-0.2	58	0.1%	-8%	7%
COC(=O)Nc1ccc(S(=O)(=O)N2CCCCC2)cc1	-4.6%	-13%	0.3%	0%	i	31	3.2	63	-0.3%	-7%	9%
Cc1cc2c(nn1)CCc1nonc1-2	3.0%	-1%	0.2%	-7%	i	46	4.0	55	-0.1%	5%	-14%
Cc1ccc(S(=O)(=O)N(C)C)cc1NC(=S)NNC(=O)C(N)=O	-7.8%	6%	0.4%	23%	i	48	0.4	29	0.3%	0%	15%
Nc1ccc2oc3ccccc3c2c1	-0.3%	35%	-0.2%	-4%	i	47	-0.4	71	-0.2%	-1%	4%
O=C(Cn1ncc2c(=O)oc3ccccc3c21)N1CCN(C(=O)c2ccco2)CC1	-4.1%	-8%	0.0%	14%	i	39	-2.5	64	0.3%	8%	8%
CC(=O)c1cc(C(c2csc(C(C)=O)c2)c2csc(C(C)=O)c2)cs1	-2.6%	-2%	-0.1%	25%	i	34	-0.4	87	0.7%	10%	9%
C[C@]12CCC3C(CC=C4C[C@@H](O)CC[C@@]43C)C1CCC2[C@]1(C)CCC(=O)O1 (some centres undefined)	3.2%	-3%	-0.2%	14%	i	42	-0.3	52	-0.7%	-3%	7%
COC(=O)C(C)Sc1ccc2nnc(-c3ccc(F)cc3)n2n1 (centres undefined)	2.6%	-6%	0.3%	-9%	i	26	0.6	68	0.9%	4%	14%
COCCNc1cc(C)nc2ccccc12	5.2%	-3%	-0.1%	18%	i	1	-3.2	5	-0.3%	-1%	-6%
O=C(COC(=O)C1(c2ccc(Cl)cc2)CCCC1)N1CCc2ccccc21	0.0%	-5%	-0.1%	12%	i	31	3.5	64	-0.6%	-12%	5%
Cc1cccc(N(C(=O)Cc2cccs2)C(C(=O)NC2CCCC2)c2ccncc2)c1 (centres undefined)	1.9%	10%	-0.2%	9%	i	7	1.7	42	0.2%	2%	-2%
Cc1ncc([N+](=O)[O-])n1CC(=O)N/N=C/c1ccccc1F	2.9%	4%	-0.3%	-8%	i	42	0.5	56	1.1%	-19%	11%
Cc1cc(F)ccc1S(=O)(=O)Nc1nc2ccccc2nc1Cl	0.8%	-2%	1.1%	4%	i	20	-0.9	57	0.2%	-15%	2%
Oc1c(C(Nc2ccccn2)c2ccccn2)ccc2cccnc12 (centres undefined)	-11%	92µM*	-0.2%	29%	i	18	2.7	61	.	-11%	.
Cc1ccc(S(=O)(=O)NCCSC(C)(C)C)cc1	0.9%	-6%	0.3%	-50%	i	22	-0.1	72	-1.6%	4%	10%
C=CCn1c(SCC(=O)N2CCCC2)nc2scc(-c3cccs3)c2c1=O	4.6%	-10%	-0.3%	-22%	i	32	3.8	61	.	11%	14%

Later entries
structure	KOR beta-arrestin-1	PhoP inhibition	GPR55 beta-arrestin	KOR beta-arrestin-2	T cell HTS	T cell HTS vesicle-bound %	NTR1 ag	NTR1 ag cell count 20 µM	West Nile antiviral	GPR35 arrestin U2OS	GPR55 LPI antagonism
O=C1CC(N2CCN(c3ccccc3Cl)CC2)C(=O)N1c1ccccc1 (centres undefined)	11%	-5%	0.2%	-3%	i	58	-0.5	54	-0.5%	-2%	18%
O=c1[nH]oc(O)c1-c1ncc(C(F)(F)F)cc1Cl	-2.4%	-8%	0.1%	-3%	i	40	1.5	80	0.2%	-4%	10%
COc1c(/C=N/NC(=O)c2ccccc2O)c(CCN(C)C(C)=O)cc2c1OCO2	2.2%	13%	0.4%	-13%	i	29	1.7	40	-0.1%	-10%	-3%
CCOC(=O)c1c(-c2ccccc2)oc2ccc(O)c(CN(C)C)c12	-7.2%	-6%	0.8%	-18%	i	18	-1.1	95	-1.4%	-12%	7%
CCOc1ccc2[nH]c3nc(SCC(=O)NCC4CCCO4)nnc3c2c1 (centres undefined)	0.5%	-4%	-0.1%	34%	i	30	-1.3	47	-0.8%	-8%	11%
CCn1c(SCC(=O)NC2CCCC2)nnc1-c1ccccn1	4.4%	-4%	-0.2%	-15%	i	8	-0.6	58	-0.4%	-11%	9%
CSCCC(NC(=O)c1ccc(Cl)cc1)C(=O)O (centres undefined)	3.1%	-10%	-0.6%	4%	i	4	1.5	37	-0.1%	-14%	7%
O=C(Nc1nc2ccccc2[nH]1)NC1CCCCC1	6.9%	1%	-0.1%	-7%	i	65	2.0	61	-1.0%	5%	4%
O=C(O)CCSCc1ccccc1F	3.4%	-29%	-0.1%	-31%	i	38	1.5	46	-0.3%	17%	2%
Oc1ccccc1/C=N/Nc1cccc2cccnc12	4.4%	0%	-0.1%	-30%	i	8	5.8	64	-0.4%	-25%	27%
O=C1/C(=C/c2ccccc2F)SC(=S)N1CCC(=O)N1CCCCC1CCO (centres undefined)	-1.4%	-12%	-0.1%	-32%	i	26	4.6	64	?	-8%	6%
Cn1cc(C(=O)NCN2CCCCC2)c2ccccc21	-6.3%	7%	0.3%	2%	i	44	2.5	49	.	0%	0%
O=C1OC(Nc2nc3ccccc3s2)c2ccccc21 (centres undefined)	-0.5%	-11%	0.2%	-11%	i	43	-1.7	50	0.2%	2%	12%
Cc1c(C(=O)NCCN2CCOCC2)oc2ccc(S(=O)(=O)N3CCCCCC3)cc12	7.8%	-2%	-0.1%	-44%	i	27	-1.4	73	-0.3%	-4%	1%
COc1ccc(/C(O)=C2/C(=O)C(=O)N(c3ccccn3)C2c2cccc(Cl)c2)cc1 (centres undefined)	-5.1%	-1%	0.0%	-19%	i	54	0.5	82	-0.3%	-7%	-1%
Cc1ccccc1CSCC(=O)Nc1c(C)n(C)n(-c2ccccc2)c1=O	-1.4%	2%	-0.3%	16%	i	41	-0.8	64	-0.9%	2%	4%
Cc1cccc(N2C(=O)CC(N(C(=O)c3ccco3)c3cccc(C)c3)C2=O)c1 (centres undefined)	7.7%	2%	-0.1%	29%	i	11	1.6	86	0.0%	-15%	-10%
NC(=O)COC(=O)C1c2ccccc2Oc2ccccc21	-2.4%	2%	-0.1%	-15%	i	21	-0.6	72	0.1%	-8%	6%
C1CNCCOCCNCCN1	1.6%	-3%	0.2%	2%	i	42	-3.4	57	0.0%	5%	13%
COc1cc(OC)cc(C(=O)NCC2CCCN(Cc3ccc(SC)cc3)C2)c1 (centres undefined)	-3.8%	-3%	-0.1%	-13%	i	60	-1.0	52	-0.5%	-2%	10%
Cc1ccc(S(=O)(=O)n2nc(-c3ccc(Cl)cc3)nc2NCc2ccco2)cc1	-1.8%	8%	-0.1%	0%	i	52	5.7	90	-0.1%	-8%	-7%
Cc1oc(/N=C/c2cccc3ccccc23)c(C#N)c1C	-9.2%	-2%	-0.2%	14%	i	38	-1.3	59	-0.2%	-2%	6%

Single values from the results shown.
Cc1cccc(N2C(=O)CC(N(C(=O)c3ccco3)c3cccc(C)c3)C2=O)c1 (centres undefined) | GPR35 arrestin U2OS: -15%
Oc1ccccc1/C=N/Nc1cccc2cccnc12 | KOR beta-arrestin-2: -30%
